PLK1 kinase inh = inhibitors of human PLK1 kinase; P53350; recombinant PLK1 kinase, TR-FRET peptide phosphorylation; inhibition, % at 10 µM; 97,000 tested, 0.53% active; AID 619;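 active = inhibition of 50% or more in the single-concentration screen; inactive = inhibition below 50%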;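 also: 0% = DMSO max control and 100% = H-89 dihydrochloride min control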
Rev-RRE block = HIV Rev-RRE protein-RNA interaction inhibition; P05866; Rev peptide-RRE RNA binding, FRET; inhibition, % at 8 µM; 97,000 tested, 0.79% active;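 active = inhibition above the screen-wide mean plus 3 SD, cut at about 35% in these data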;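 also: 0% = median DMSO wells and 100% = median Neomycin B control wells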
Target sequence (P05866 whole entry, looked up): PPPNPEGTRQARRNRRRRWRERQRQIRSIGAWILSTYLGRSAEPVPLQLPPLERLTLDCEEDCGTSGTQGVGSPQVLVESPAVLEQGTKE
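Assay system: Rev peptide and RRE RNA, both fluorescently labelled; times: 5 min preincubation and 15 min binding, 25 °C; detection: FRET, ex 480 nm, em 540 and 671 nm; read-out basis: % inhibition from 671/540 nm acceptor-to-donor ratio, scaled between controls; benchmarks: DMSO low control, neomycin B high control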
PLK1 PBD inh = Plk1 (human) PBD binding inhibition; P53350; Plk1 PBD phosphopeptide binding, fluorescence polarization; inhibition, %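 (tested at about 20 µM)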; 97,000 tested, 0.13% active; AID 693; in the data active = inhibition above about 34%, passing the limit was not always enough
ERa SRC1 inh = blocks coactivator binding to human estrogen receptor alpha. TR-FRET ER-alpha LBD / SRC-1 peptide, estradiol-bound. inhibition, % at 25.6 µM. 86,000 tested, 1.7% active; in the data active = inhibition above about 50%;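 also: 0% = receptor plus peptide control and 100% = peptide only without receptor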
Target sequence (P03372 whole entry, looked up, the tested form may be a part): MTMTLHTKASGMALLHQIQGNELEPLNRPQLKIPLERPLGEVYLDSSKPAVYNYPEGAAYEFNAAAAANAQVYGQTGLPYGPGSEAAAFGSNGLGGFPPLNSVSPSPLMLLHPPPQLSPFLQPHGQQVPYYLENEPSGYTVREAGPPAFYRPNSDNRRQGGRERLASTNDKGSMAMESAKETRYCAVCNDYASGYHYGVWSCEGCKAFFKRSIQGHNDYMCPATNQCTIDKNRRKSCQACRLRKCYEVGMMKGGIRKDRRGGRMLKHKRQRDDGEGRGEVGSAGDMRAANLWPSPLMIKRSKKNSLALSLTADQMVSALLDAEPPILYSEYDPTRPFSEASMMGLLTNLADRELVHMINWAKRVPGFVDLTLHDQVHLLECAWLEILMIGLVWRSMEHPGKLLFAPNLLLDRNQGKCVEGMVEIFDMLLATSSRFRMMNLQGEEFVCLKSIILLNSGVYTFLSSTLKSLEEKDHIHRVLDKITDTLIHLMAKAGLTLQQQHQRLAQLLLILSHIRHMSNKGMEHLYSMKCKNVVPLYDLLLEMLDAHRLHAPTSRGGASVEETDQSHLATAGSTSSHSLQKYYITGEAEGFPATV
CD11b adhes inh = CD11b/CD18-fibrinogen binding inhibition; P05107+P11215; K562 CD11b/CD18 adhesion to fibrinogen, ATPlite luminescence; Mn2+ added to activate the integrin; inhibition, % at 10 µM; 93,000 tested, 0.54% active; AID 1497;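 active = primary inhibition of 50% or more at 10 µM, then 40% or more on retest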; also: some results filed as inactive read as strong as hits
CD11b adhes enh = CD11b/CD18-fibrinogen binding enhancement; K562 CD11b/CD18 adhesion to fibrinogen, ATPlite luminescence; AID 1499; 93,000 tested, 0.07% active; activation, % at 10 µM; P05107+P11215;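 active = 10 µM primary screen giving 50% or more activity, confirmed by 40% or more on retest at that dose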; also: strong numbers were not always called active
ERa coact pot = ER-alpha (human) coactivator binding potentiation | TR-FRET ERalpha-LBD/SRC-Cy5 coactivator binding, 2 h; 100 = basal binding, no effect | coactivator binding (% of control), % at 25.6 µM | 86,000 tested, 1.3% active | P03372 | AID 639; in the data active = activity above about 200%;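 also: binding measured in presence of low estradiol as agonist stimulus; 0% = peptide alone without receptor and 100% = receptor with peptide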
FAK inh = FAK (human) kinase inhibition | Q05397 | biochemical FAK kinase activity assay | inhibition, %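 (tested at 7 µM)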 | 97,000 tested, 0.84% active; in the data active = inhibition above about 19%;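 also: 0% = DMSO and 100% = reference compound high control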
ERb SRC1 inh = ER-beta (human) coactivator binding inhibition; 86,000 tested, 1.3% active; AID 633; TR-FRET ER-beta LBD / SRC1-Cy5 peptide binding; receptor agonist-loaded with 1 µM estradiol; inhibition, % at 25.6 µM;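 active = compounds whose percent inhibition of the receptor-coactivator binding signal exceeds about 50% in the single-dose screen, limit read from the data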;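 also: 0% = receptor plus peptide wells without compound and 100% = peptide-only wells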
The depositor's hits bear a star; nt = not tested or not shown; [ ] = remark or other dose. Outcome played no part in choosing rows; about 4.7% have a hit in one of these screens.

Sample of the layout, 13 compounds:
SMILES	PLK1 kinase inh	Rev-RRE block	PLK1 PBD inh	ERa SRC1 inh	CD11b adhes inh	CD11b adhes enh	ERa coact pot	FAK inh	ERb SRC1 inh
Cc1sc(NC(=O)c2ccco2)c(CN2CCN(c3ccccn3)CC2)c1C	-7	-1	-1	-3	17	-6	99	-5	17
Cc1cc(C)c(S(=O)(=O)N2CCN(c3ccc([N+](=O)[O-])c(-n4nc(C)cc4C)c3)CC2)c(C)c1	-5	-2	-5	nt	nt	nt	nt	14	nt
Cc1ccc(S(=O)(=O)NCCSc2nnnn2C)cc1	-7	-2	5	-1	nt	nt	112	-6	75*[fluorescence artefact?]
CCC(C)NC(=O)CSc1nnc(-c2ccncc2)n1-c1ccc(OC)cc1 (stereo not drawn)	-7	-1	40	-6	-7	1	110	-1	-11
Cc1c(/C=N/NC(=O)c2ccc3c(c2)OCO3)cnn1C	-7	8	18	nt	-4	5	nt	-7	nt
O=C(CCN1C(=O)c2ccccc2C1=O)N1CCN(C(=O)c2ccccc2)CC1	-1	3	-3	-26	-1	3	101	0	-5[fluorescence artefact?]
CCc1ccccc1N1CC23C=CC(O2)C(C(=O)OC)C3C1=O (stereo not drawn)	57*	12	10	-5	-1	6	117	0	-12[fluorescence artefact?]
O=S1(=O)CC=C(CSc2nc3ccccc3[nH]2)C1	-7	5	-25	0	-16	-2	106	4	-2
Cc1cc(N2CCC(C(=O)NCC3CC3)CC2)nc(-c2ccccc2)n1	-6	9	2	6[fluorescence artefact?]	-10	7	119	-2	6[fluorescence artefact?]
COc1ccc(C(=O)NN(c2ccccc2)c2ccccc2)cc1	-4	1	0	nt	1	1	nt	5	nt
Cn1c(=O)cc(SCC(=O)NCC2CCCO2)c2ccccc21 (stereo not drawn)	2	7	-11	4	7	-7	125	-6	-4
Cc1cccc(N2C(=O)c3cccnc3C2=O)c1	0	8	-16	-2	-18	2	98	3	0
Cc1[nH]n2c(=O)c3c(nc2c1-c1ccccc1)CCCC3	-1	8	-11	-9	-2	-3	121	-3	-7

All compounds of this part, from the start:
SMILES	PLK1 kinase inh	Rev-RRE block	PLK1 PBD inh	ERa SRC1 inh	CD11b adhes inh	CD11b adhes enh	ERa coact pot	FAK inh	ERb SRC1 inh
Cc1sc(NC(=O)c2ccco2)c(CN2CCN(c3ccccn3)CC2)c1C	-7	-1	-1	-3	17	-6	99	-5	17
Cc1cc(C)c(S(=O)(=O)N2CCN(c3ccc([N+](=O)[O-])c(-n4nc(C)cc4C)c3)CC2)c(C)c1	-5	-2	-5	nt	nt	nt	nt	14	nt
Cc1ccc(S(=O)(=O)NCCSc2nnnn2C)cc1	-7	-2	5	-1	nt	nt	112	-6	75*[fluorescence artefact?]
CCC(C)NC(=O)CSc1nnc(-c2ccncc2)n1-c1ccc(OC)cc1 (stereo not drawn)	-7	-1	40	-6	-7	1	110	-1	-11
Cc1c(/C=N/NC(=O)c2ccc3c(c2)OCO3)cnn1C	-7	8	18	nt	-4	5	nt	-7	nt
O=C(CCN1C(=O)c2ccccc2C1=O)N1CCN(C(=O)c2ccccc2)CC1	-1	3	-3	-26	-1	3	101	0	-5[fluorescence artefact?]
CCc1ccccc1N1CC23C=CC(O2)C(C(=O)OC)C3C1=O (stereo not drawn)	57*	12	10	-5	-1	6	117	0	-12[fluorescence artefact?]
O=S1(=O)CC=C(CSc2nc3ccccc3[nH]2)C1	-7	5	-25	0	-16	-2	106	4	-2
Cc1cc(N2CCC(C(=O)NCC3CC3)CC2)nc(-c2ccccc2)n1	-6	9	2	6[fluorescence artefact?]	-10	7	119	-2	6[fluorescence artefact?]
COc1ccc(C(=O)NN(c2ccccc2)c2ccccc2)cc1	-4	1	0	nt	1	1	nt	5	nt
Cn1c(=O)cc(SCC(=O)NCC2CCCO2)c2ccccc21 (stereo not drawn)	2	7	-11	4	7	-7	125	-6	-4
Cc1cccc(N2C(=O)c3cccnc3C2=O)c1	0	8	-16	-2	-18	2	98	3	0
Cc1[nH]n2c(=O)c3c(nc2c1-c1ccccc1)CCCC3	-1	8	-11	-9	-2	-3	121	-3	-7
Cc1cccc(OCc2nnc(SCc3cc(=O)n4cc(Br)ccc4n3)o2)c1	nt	nt	nt	0	-12	-6	203*	nt	17
O=C1c2ccc3c4c(ccc(c24)C(=O)N1c1ccc2ccccc2c1)CC3	1	1	-14	nt	nt	nt	nt	1	nt
COc1cccc(NC(=O)c2ccccc2-c2nc(-c3ccc(Cl)cc3)no2)c1	-7	13	-6	-23	5	2	129	-8	-26[fluorescence artefact?]
Cn1c(=O)n(CCc2ccccc2)c(=O)c2c1nc1n2CCN1Cc1ccco1	-15	4	-14	-7	2	-4	135[fluorescence artefact?]	-3	-2
Cn1c(=O)c2c(n(Cc3ccccc3)c1=O)NC(=O)C2CC(=O)NCc1cccc(Cl)c1 (stereo not drawn)	-12	4	-14	-7	12	5	96	-1	-4
Cc1cccc(-n2c(=O)c(C#N)cc3c(=O)n4ccccc4nc32)c1	-6	23	-3	-6	-6	-2	97	-1	-1
O=C(c1ccc(NC2=NC3CS(=O)(=O)CC3S2)cc1)N1CCc2ccccc2C1 (stereo not drawn)	nt	nt	nt	-1	-11	-7	90	nt	-7
COc1ccc(-c2nc(C#N)c(NCCc3ccccc3)o2)cc1	-9	14	0	nt	nt	nt	nt	6	nt
Cn1c(=O)[nH]c(=O)c2c1nc1n2CCN1Cc1ccccc1	-3	2	26	nt	-5	-5	nt	-12	nt
CC(=O)c1ccc(NC(=O)C2CCCN2S(=O)(=O)c2ccc(F)cc2)cc1 (stereo not drawn)	4	5	-8	5	-15	0	104	-3	-4
CNC(=S)NNC(=O)c1cccn(Cc2ccc(Cl)c(Cl)c2)c1=O	-5	3	-5	nt	nt	nt	nt	2	nt
CCc1nc2ccccc2c(=O)n1NC(=O)c1c(O)c2cccc3c2n(c1=O)CCC3	-9	4	-33	5[fluorescence artefact?]	1	4	121[fluorescence artefact?]	-3	5[fluorescence artefact?]
Cc1ccc(C(=O)n2cnnc2N)cc1C	8	3	-13	8	0	3	121	3	3
COc1ccc(C(=O)Nc2ccc(N3CCOCC3)cc2)cc1OC	-9	-6	6	9	-9	1	111	-3	11[fluorescence artefact?]
CC(C)c1nc2oc3c(=O)[nH]cnc3c2c2c1CCC2	-6	-3	-2	13	-8	0	90	-4	30
CCOc1ccc(-n2c(=O)[nH]cc(C(=O)N3CCc4ccccc43)c2=O)cc1	-15	-1	26	-13	-9	-1	93	-4	-12
O=C(O)CCSc1nc2ccc(Br)cc2[nH]1	-9	7	15	-13	6	-8	137[fluorescence artefact?]	2	-10
COc1ccc(OC)c(NC(=O)c2ccc(NS(=O)(=O)c3c(C)noc3C)cc2)c1	-5	9	-11	nt	2	-2	nt	4	nt
CCCCOCCCn1c(-c2ccco2)nc2nc3ccccc3nc21	-13	17	9	14[fluorescence artefact?]	-6	-4	86[fluorescence artefact?]	1	18[fluorescence artefact?]
Cc1ccc(S(=O)(=O)NCC(=O)OCC(=O)c2cccs2)cc1	-13	7	-8	7	8	-4	88	-1	24[fluorescence artefact?]
COc1cnc(-c2ccccn2)nc1Oc1ccc(Cl)cc1	-6	4	-9	nt	nt	nt	nt	2	nt
c1ccc2c(c1)ncn2CCOCCOCCn1cnc2ccccc21	-16	6	5	-2	nt	nt	115	-3	23[fluorescence artefact?]
COc1ccc(C2=NOC(C(=O)NC(C)C)C2)cc1 (stereo not drawn)	-3	1	-13	-8	-4	4	116	-2	-3
CCN(CC)C(=O)C1CC(=O)N(c2ccc(F)c(Cl)c2)C1 (stereo not drawn)	-1	2	1	4	-9	-2	101	-1	67*[fluorescence artefact?]
COCc1cc(=O)n2[nH]c(SC)nc2n1	nt	nt	nt	-2	3	0	111	nt	-10
CCn1c(=O)c(=O)[nH]c2cc(C(=O)N3CCN(c4ccccc4F)CC3)ccc21	-7	0	-3	-7	-1	2	112[fluorescence artefact?]	-1	9
CC(C)(C)NC(=O)CSc1nccn1Cc1ccccc1	-8	7	-8	-40	28	2	92	7	-4
c1cc2ccc3ccc(-n4cnnn4)c4ccc(c1)c2c34	-7	23	18	nt	3	1	nt	7	nt
Cn1c(/N=C/c2cc(Cl)ccc2O)nc2ccccc21	-3	7	1	-2	11	3	97	2	8
COC(=O)c1ccc2c(c1)S(=O)(=O)NC(=NCc1ccco1)S2	-9	-2	9	-4	2	3	109	0	-6
C/C(N)=C(/C#N)C(=O)CSc1nnc(-c2ccc(OC(F)F)cc2)o1	-2	-4	8	56*	-26	-2	58[fluorescence artefact?]	4	62*
CCCCOc1ccccc1C1NC(=O)NC(C)=C1C(=O)OCCOC (stereo not drawn)	-2	0	-24	nt	nt	nt	nt	-3	nt
COc1ccc(C(C)=O)c2c1OCCO2	-9	10	12	-2	-4	-1	129	-1	-1
COc1nc(Nc2ccc(O)cc2)nc(OC(C(F)(F)F)C(F)(F)F)n1	nt	nt	nt	0	-5	1	55	nt	-6
NCC12CC3CC(CC(O)(C3)C1)C2	0	-5	23	-1	-18	1	121	0	1
CC(=O)c1ccc(N2C(=NC(=O)C(C)C)SC3CS(=O)(=O)CC32)cc1 (stereo not drawn)	-5	1	-10	8	nt	nt	113	0	0
CCOC(=O)C1CCN(C(=O)c2oc3ccc(S(=O)(=O)N4CC(C)CC(C)C4)cc3c2C)CC1 (stereo not drawn)	-8	6	-15	6	30	-5	103	14	-6
Cc1ccc2nc(-c3ccc(SCC(=O)O)nc3)[nH]c2c1	1	2	-10	nt	-3	-3	nt	-7	nt
O=C(Cn1c(=O)c2c(ncn2Cc2ccccc2)n(Cc2ccccc2)c1=O)NC1CC1	-5	3	24	2	3	-1	114[fluorescence artefact?]	2	-2
O/N=C(\c1ccc(Cl)cc1)c1ncc(C(F)(F)F)cc1Cl	-5	24	-5	2	4	-3	75[fluorescence artefact?]	1	-1
Oc1ccc(/C=N/Nc2cc(N3CCOCC3)nc(N3CCOCC3)n2)cc1	-4	-4	-15	nt	nt	nt	nt	-5	nt
CC(=O)c1ccc(N2CCN(CCC#N)CC2)c(F)c1	3	5	-36	-8	-38	-7	98	-3	-6
CCOc1ccc(NC2=C(Cl)C(=O)N(Cc3ccccc3)C2=O)cc1	-7	2	4	nt	-21	2	nt	-3	nt
CC(NC(=O)C1CCCCC1)c1ccc2c(c1)OCCO2 (stereo not drawn)	1	5	-14	23	-9	1	104	0	7
CCCC(=O)N(CCN(C(=O)CCC)c1ccccc1)c1ccccc1	-7	-3	-20	-5	nt	nt	93	0	-4
Cc1ccccc1-c1n[nH]c(=S)o1	-10	0	6	-19	2	-4	115	-17	-20
C=CCn1c(CCCOc2ccc(Cl)cc2Cl)nnc1SCC(=O)Nc1nccs1	4	7	5	5[fluorescence artefact?]	-10	-3	138	-1	6[fluorescence artefact?]
Cc1nnc(NC2(C(F)(F)F)C(=O)Nc3c2c(=O)n(C)c(=O)n3C)s1 (stereo not drawn)	2	10	11	0	-19	0	99[fluorescence artefact?]	0	0[fluorescence artefact?]
O=S(=O)(NCc1cccnc1)c1cccc2cccnc12	-8	5	4	nt	8	-3	nt	-3	nt
Cc1sc2nc(C(C)Nc3ccccc3N3CCOCC3)[nH]c(=O)c2c1C (stereo not drawn)	-14	16	-8	-12	0	39	254*	17	-5

Screens deposited in PubChem by several laboratories.
